Cneo AK release: Cryptococcus neoformans cell lysis inducers, primary screen, AK release luminescence, single concentration. C. neoformans lysis, adenylate kinase release luminescence, 4 h; normalised: neutral wells 0, clomiphene wells 100. lysis activity, % at 15 µM. hit rate 0.2% among 360,000. AID 651654, 2012;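 active means mean lysis activity across replicates of at least 80%, whatever share of replicates individually reach that level; inactive means mean lysis activity below 80%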
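Test system: log-phase Cryptococcus neoformans yeast cells; Quantity: yeast cell density of 5 × 10^6 cells/mL; Buffer or medium: YPD; Doses: single compound concentration per well; Timing: 4 h at 37 °C static, read 1 h later; Measured by: AK luminescence; Read-out basis: lysis from increased AK signal; Control set: Clomiphene as positive control.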
C2C12 statin: suppressors of statin myotoxicity in C2C12 myotubes, primary screen, cell-based, single point, plate reader; C2C12 myotubes + simvastatin, ATP luminescence, 48 h; scaled: DMSO 0, geranylgeraniol control 100; rescue of ATP level, % at 7.49 µM; hit rate 0.78% among 330,000;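 active means mean ATP rescue above about 67%, or every replicate alone reaching that limit, limit read from the data, passing the limit was not always enough; inconclusive means no clear call, values can overlap the other calls; inactive means mean under the limit and some replicate under it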;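 further: myotubes were challenged with 10 µM simvastatin during compound exposure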
ARNT-TACC3 inh: disruptors of ARNT/TACC3 protein interaction, primary screen, biochemical, AlphaScreen, single concentration; inhibition, % at 9.99 µM; hit rate 0.66% among 390,000; AID 623870, 2012; AlphaScreen His-ARNT PAS-B/GST-TACC3 binding, luminescence; TACC3 fragment carries E629A point mutation; Transforming acidic coiled-coil-containing protein 3 (Homo sapiens), Q9Y6A5;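 active means mean inhibition of replicates at least 50% and at least half of replicates each reaching 50%; inconclusive means half or more replicates reach 50% but mean below 50%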;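 further: 0% = complete ARNT plus TACC3 wells and 100% = ARNT alone without TACC3; many hits fall short of the cut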
ERp5 block: inhibitors of ERp5-driven insulin aggregation, primary screen, biochemical, turbidity, absorbance 650 nm, single point. Protein disulfide-isomerase A6 (Homo sapiens), Q15084. 90 min. inhibition, % at 9.99 µM. hit rate 0.05% among 350,000;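 active means mean replicate inhibition above about 25%, with every replicate also reaching it, limit read from the data, passing the limit was not always enough; inconclusive means only one of those two criteria met; inactive means neither criterion met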
Target sequence (Q15084 whole entry, looked up): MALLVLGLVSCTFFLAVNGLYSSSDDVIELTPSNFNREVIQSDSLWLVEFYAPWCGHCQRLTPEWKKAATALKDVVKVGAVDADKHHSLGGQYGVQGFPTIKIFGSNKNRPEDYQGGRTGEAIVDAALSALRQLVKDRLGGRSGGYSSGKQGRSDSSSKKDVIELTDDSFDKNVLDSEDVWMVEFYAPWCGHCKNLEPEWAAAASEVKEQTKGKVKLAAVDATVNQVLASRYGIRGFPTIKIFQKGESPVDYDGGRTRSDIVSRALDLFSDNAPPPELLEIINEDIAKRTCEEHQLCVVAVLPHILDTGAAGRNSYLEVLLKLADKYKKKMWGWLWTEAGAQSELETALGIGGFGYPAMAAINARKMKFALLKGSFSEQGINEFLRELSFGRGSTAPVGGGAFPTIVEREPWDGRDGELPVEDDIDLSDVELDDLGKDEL
miR122 inh: miR-122 Renilla sensor signal increase in Huh7, primary screen, miR-122 inhibitor project, cell-based, single point, plate reader; Huh7 miR-122 Renilla luciferase sensor, 48 h; neutral wells = 0, positive control = 100; activation (reporter increase), % at 12.5 µM; hit rate 0.3% among 340,000;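 active means mean replicate activation score at least 90 and every replicate individually at or above 90; inconclusive means only one of the two criteria met; inactive means neither criterion met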;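 further: higher luciferase means less miR-122 activity so hits act as miR-122 inhibitors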
esBAF inh: Bmi1 luciferase reporter increase in mESCs, primary screen, esBAF inhibitor project, mouse ES cells, Bmi1 luciferase knock-in, single point. 24 h; 100% = twice the neutral-well signal. reporter increase, % at 12.5 µM. hit rate 2% among 350,000; in the data active means activation above about 40%; inconclusive means no clear call, values can overlap the other calls;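 further: 0% = median of the plate's neutral control wells and 100% = double that signal; a rise in the Bmi1 reporter signal indicates esBAF inhibition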
SIRT5 inh: SIRT5 desuccinylase inhibitors, primary screen, biochemical, fluorescence imaging, single point, set 5; NAD-dependent protein deacylase sirtuin-5, mitochondrial (Homo sapiens), Q9NXA8; Purified SirT5, succinyl-peptide AMC, trypsin-coupled fluorescence; inhibition, % at 15 µM; hit rate 1.1% among 330,000; in the data active means inhibition above about 15%; inconclusive means no clear call, values can overlap the other calls
Target sequence (Q9NXA8 whole entry, looked up): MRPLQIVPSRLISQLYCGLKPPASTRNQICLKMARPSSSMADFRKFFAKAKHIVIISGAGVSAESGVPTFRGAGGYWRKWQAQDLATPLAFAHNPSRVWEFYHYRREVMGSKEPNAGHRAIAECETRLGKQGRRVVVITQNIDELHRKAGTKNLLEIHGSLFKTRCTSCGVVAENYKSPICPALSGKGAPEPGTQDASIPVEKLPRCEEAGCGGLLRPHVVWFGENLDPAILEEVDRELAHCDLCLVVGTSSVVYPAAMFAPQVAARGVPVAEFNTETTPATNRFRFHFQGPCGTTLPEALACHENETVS
The depositor's hits bear a star; ? = inconclusive; . = not tested or not shown; & = joins results of further samples; [ ] = another dose, or the depositor's remark. These rows are one share of the data, so the mix of outcomes need not match the whole.

Start of the data: the first 3 compounds (preview)
SMILES | Cneo AK release | C2C12 statin | ARNT-TACC3 inh | ERp5 block | miR122 inh | esBAF inh | SIRT5 inh
CCN1C[C@]2(CO)CC[C@H](OC)[C@@]34C5C[C@H]6[C@H](OC)C5[C@](O)(C[C@H]6OC)[C@@H](C(OC)C23)[C@@H]14 (stereo not given in full) | 5 | 4 | -16 | 1 | 2 | 5 | .
COC(=O)C1=C(c2c(C)noc2C)C[C@@H]2CC[C@H]1N2C(=O)NCc1ccc2c(c1)OCO2 | 1 | -4 | 3 | 0 | -6 | 1 | .
COc1cc(OC)cc(C(=O)NC(=S)N2C[C@H]3C[C@H](C2)c2cccc(=O)n2C3)c1 | -1 | -6 | 20 | -2 | -3 | 5 | .

The whole of this part, repeating the preview:
SMILES | Cneo AK release | C2C12 statin | ARNT-TACC3 inh | ERp5 block | miR122 inh | esBAF inh | SIRT5 inh
CCN1C[C@]2(CO)CC[C@H](OC)[C@@]34C5C[C@H]6[C@H](OC)C5[C@](O)(C[C@H]6OC)[C@@H](C(OC)C23)[C@@H]14 (stereo not given in full) | 5 | 4 | -16 | 1 | 2 | 5 | .
COC(=O)C1=C(c2c(C)noc2C)C[C@@H]2CC[C@H]1N2C(=O)NCc1ccc2c(c1)OCO2 | 1 | -4 | 3 | 0 | -6 | 1 | .
COc1cc(OC)cc(C(=O)NC(=S)N2C[C@H]3C[C@H](C2)c2cccc(=O)n2C3)c1 | -1 | -6 | 20 | -2 | -3 | 5 | .
COC(=O)[C@@H]1[C@@H](CO)[C@@H]2Cn3c(ccc(-c4cccc(OC)c4)c3=O)[C@H]1N2C(=O)c1ccccc1F | 2 | -7 | -3 | 0 | 9[16.7 µM] | 4 | -25
Cc1nccc2c1[nH]c1ccc(Br)cc12 | -3 | -3 | -16 | -4 | -9 | 4 | .
COc1ccc(C(c2nnnn2-c2ccc3c(c2)OCCO3)N2CCC3(CC2)C(=O)NCN3c2ccccc2)cc1 (stereo not given) | -6 | -9 | . | -4 | -1 | -2 | -2
O=C(c1cccs1)N1CCC(C(=O)O)(c2ccccc2)CC1 | -1 | 8 | . | -7 | -2 | 1 | .
CCOc1ccc([N+](=O)[O-])cc1CNCCc1ccccc1 | -2 | -1 | -5 | 20 | 10 | -10 | 2
Clc1ccc(Cn2ccnc2)cn1 | -2 | 17 | 4 | -1 | 1 | -3 | -2
CCc1cc2c(s1)N(CC(=O)OC)C(=O)CN=C2c1ccccc1OC | . | . | . | -3 | -2 | . | 0
c1cc2c(cc1N1CCCCC1)CNCc1cnnn1-2 | 1 | -16 | . | 10 | 4 | -1 | -2
Cc1cccc(OC(=O)N2CCOCC2)c1 | -1 | -1 | -3 | . | 6 | 5 | .
CCn1c(O)c(/C=N/NC(=O)c2ccccc2)c(=O)n(CC)c1=S | 1 | . | . | -4 | -2 | . | -2
N#C/C(=C(/O)c1ccc(S(=O)(=O)N(CCCl)CCCl)cc1)c1nc2ccccc2[nH]1 | . | -4 | -3 | 1 | -3 | 15 | -6
Cc1ccc(C)c(OCC(=O)N2CCCN(C)CC2)c1 | . | 1 | -2 | 0 | -2 | -10 | -3
C[C@]12CCC(=O)C=C1C=C[C@@H]1[C@@H]2CC[C@@]2(C)[C@H]1CC[C@@]2(O)CCC(=O)O | 1 | 3 | -8 | 0 | -3 | -1 | -1
C=C(C)C(Cc1c(OC)ccc(C(=O)/C=C/c2ccc(O)cc2)c1O)OO (stereo not given) | -4 | 1 | 8 | 7 | -2 | ? | .
Cc1c(NC(NC(=O)CF)C(Cl)(Cl)Cl)c(=O)n(-c2ccccc2)n1C (stereo not given) | -21 | -1 | 0 | 3 | 0 | 4 | 0
O=c1cccc2n1CC1CC2CN(Cc2c(Cl)cccc2Cl)C1 (stereo not given) | 15 | -10 | -7 | . | 0 | 2 | .
CCC(=NCc1cc(OC)cc(OC)c1)c1c(O)[nH]c(=O)[nH]c1=O | . | . | -2 | -3 | . | . | 0
CCCCC(=O)N/N=C/c1c(O)n(CCc2ccc(OC)c(OC)c2)c(=O)[nH]c1=O | . | 1 | -9 | -6 | -1 | -14 | -5
CC(=O)N1N=C2C3CCN(CC3)C2C1c1ccc(Br)cc1 (stereo not given) | . | 1 | -3 | 4 | -7 | 1 | -2
CCN(CC)CCN/N=C(\C)c1c(O)[nH]c(=O)[nH]c1=O | 3 | . | . | 4 | -2 | . | -3
CCc1ccc(N2C(=O)CC(=O)NC2=O)cc1 | 3 | -2 | 4 | 0 | 6 | -5 | -2
Cc1ccc(-c2cc(-c3ccc(C)cc3)[n+](-c3ccccc3)c(-c3ccc(C)cc3)c2)cc1 | -8 | -197 | 7 | . | -15 | -63 | .
COC(=O)C1=C(c2ccc(F)cc2OCc2ccccc2)C[C@@H]2CC[C@H]1N2C(=O)NCCN1CCOCC1 | 6 | 9 | 8 | -2 | 0 | 0 | .
CC(C)OP(=O)(OC(C)C)C(NCc1ccccc1)c1ccccc1 (stereo not given) | -1 | . | -4 | -1 | . | . | -9
CN(C)Cc1c[nH]c2ccccc12 | -2 | -4 | -4 | -1 | -17 | 0 | -2
O=C(NC(C(Cl)Cl)N1CCOCC1)c1ccccc1 (stereo not given) | . | . | -4 | 4 | . | . | -3
COc1ccc2c(C)c(CCC(=O)N3C[C@H]4C[C@@H](C3)c3cccc(=O)n3C4)c(=O)oc2c1 | 8 | 13 | 4 | 3 | 0 | 7 | -5
CCOC(=O)[C@]12Cc3cc(N(C)C)ccc3[C@H]1N(Cc1ccccc1)C(=O)c1ccccc12 | -3 | 95* | 3 | 7 | 0 | 3 | .
COc1cccc(O)c1CN1CCCC(C(=O)c2ccccc2SC)C1 (stereo not given) | . | . | -5 | -7 | . | . | 3
CCCCC1(CC)COP(=O)(OCC(Cl)(Cl)Cl)OC1 (stereo not given) | -1 | -9 | -6 | -3 | -13 | 3 | .
COC(=O)C(O)(c1ccc(N(C)S(=O)(=O)c2ccccc2)cc1)C(F)(F)F (stereo not given) | 1 | -23 | . | . | -4 | 19 | .
O=Cc1cn(Cc2c(F)cccc2Cl)nc1-c1ccccc1 | . | -7 | -3 | -1 | . | -11 | 1
O=c1cccc2n1CC1CC2CN(c2ncnc3c2cnn3-c2ccc(Cl)cc2)C1 (stereo not given) | 0 | 26 | -2 | . | -4 | -4 | .
COc1ccc(CN2C(=O)NC(=O)/C(=C/c3ccoc3)C2=O)cc1 | 10 | . | . | 3 | -2 | . | 21*
O=C(COC(=O)Cc1ccccc1)Nc1nnc(-c2ccccc2)o1 | 0 | -18 | 30 | -4 | -1 | 5 | -5
O=c1[nH]c(=S)n(-c2ccc(Cl)cc2)c(O)c1/C=N/N1CCOCC1 | -3 | 0 | -2 | 2 | -6 | 6 | -2
CC(=O)OC1C2CCC1C(N1CCCCC1)CC2 (stereo not given) | 9 | -3 | -1 | 3 | -5 | -7 | -1

Some of the entries above in a different format.
| Structure | Cneo AK release | C2C12 statin | ARNT-TACC3 inh | ERp5 block | miR122 inh | esBAF inh | SIRT5 inh |
| --- | --- | --- | --- | --- | --- | --- | --- |
| COc1ccc(C(c2nnnn2-c2ccc3c(c2)OCCO3)N2CCC3(CC2)C(=O)NCN3c2ccccc2)cc1 (stereo not given) | -6 | -9 | . | -4 | -1 | -2 | -2 |
| O=C(c1cccs1)N1CCC(C(=O)O)(c2ccccc2)CC1 | -1 | 8 | . | -7 | -2 | 1 | . |

New compounds follow:
SMILES | Cneo AK release | C2C12 statin | ARNT-TACC3 inh | ERp5 block | miR122 inh | esBAF inh | SIRT5 inh
CCC(=NCc1ccco1)c1c(O)n(-c2ccc(Cl)cc2)c(=O)[nH]c1=O | 2 | -2 | 3 | 3 | -24 | -5 | -1
O=c1[nH]c(O)c(/C=C2/C=CC(c3cc(Cl)ccc3Cl)=N2)c(=O)[nH]1 | -2 | 6 | -6 | -3 | -5 | 3 | -1
CN(C)P1(N(C)C)=Nc2c(c(N)nn2C)C(c2ccccc2)=N1 | 0 | 15 | 10&-6 | -1&4 | -2&0 | 9 | 3&1
CCC(c1ccc(C)cc1)N1C(=O)C2C3CCC(O3)C2C1=O (stereo not given) | 0 | -7 | 10 | 6 | -2 | -9 | 0
C/C(=N/O)c1ccc2ccc3ccccc3c2c1 | . | . | 14 | 9 | . | . | -2
Clc1cccc(N2CCNCC2)c1 | -1 | 6 | -2 | 0 | -5 | 3 | 1
COc1ccc(-c2cc(C(=O)N3CCC4(CC3)OCCO4)c3ccccc3n2)cc1 | . | -6 | 1 | -11 | 11 | 41* | -16
Cc1nc2cc(C(=O)N3CCC4(CC3)OCCO4)ccc2n1-c1cccc(F)c1 | -1 | -14 | -9 | . | 4 | -4 | .
Cc1cc(C)c(NC2=NCCCS2)c(C)c1 | 4 | 82* | 17 | . | 3 | 1 | .
COC(=O)C1=C(c2ccc(F)cc2OCc2ccccc2)C[C@@H]2CC[C@H]1N2C(=O)NCc1ccccc1Cl | 1 | -16 | -21 | 2 | -13 | -7 | .
CCCNC(=O)N1[C@H]2CC[C@@H]1C(C(=O)OC)=C(c1ccc3ccccc3c1)C2 | -5 | -6 | 33 | . | 2 | 2 | .
COc1ccc(N=Cc2c(O)n(C)c(=O)n(C)c2=O)cc1 | -2 | 10 | 2 | 0 | -4 | ? | 0
CC1=NN(c2ccccc2)C(=O)/C1=C/c1c(O)[nH]c(=S)[nH]c1=O | . | -9 | 7 | . | 3 | -5 | .
CC(=O)[C@@]1(O)CCC2C3CC=C4C[C@@H](O)CC[C@]4(C)C3CC[C@@]21C (stereo not given in full) | -2 | -1 | -16 | 6 | -1 | 6 | -2
COc1ccc(CNCCc2ccc3c(c2)OCO3)cc1Br | -3 | 7 | 7 | 4 | 6 | 0 | -7
Cc1cc(OCC(=O)N2C[C@H]3C[C@@H](C2)c2cccc(=O)n2C3)c2c(C)cc(=O)oc2c1 | 4 | -5 | -2 | 1 | -2 | 2 | -2
COc1ccc(CCNC(=O)c2c(N)n(CCN3CCOCC3)c3nc4ccccc4nc23)cc1 | 1 | -28 | 0 | . | -4 | 0 | .
CNC(=O)CSP(=S)(OC)OC | 1 | 7 | -3 | 8 | -1 | -2 | -4
CCOC(=O)C(O)(c1ccc(N(CC)S(=O)(=O)c2ccc(C)cc2)cc1)C(F)(F)F (stereo not given) | -5 | 22 | -4 | . | 25 | -4 | .
CN1[C@@H]2CC[C@H]1CC(OC1c3ccccc3CCc3ccccc31)C2 (stereo not given in full) | 0 | -15 | -1 | -2 | -1 | -12 | -1
Cc1ccc(N(C)C(=O)Oc2ccc(C(=O)c3ccc(Cl)cc3)cc2)cc1 | 2 | -1 | . | . | 1 | -28 | .

One compound at a time, from the list above.
Shown for CCC(c1ccc(C)cc1)N1C(=O)C2C3CCC(O3)C2C1=O (stereo not given) → Cneo AK release = 0; C2C12 statin = -7; ARNT-TACC3 inh = 10; ERp5 block = 6; miR122 inh = -2; esBAF inh = -9; SIRT5 inh = 0
Shown for COc1ccc(CCNC(=O)c2c(N)n(CCN3CCOCC3)c3nc4ccccc4nc23)cc1 → Cneo AK release = 1; C2C12 statin = -28; ARNT-TACC3 inh = 0; ERp5 block = .; miR122 inh = -4; esBAF inh = 0; SIRT5 inh = .
